Source: PubChem (several laboratories)
MC4R antagonist = blocks human MC4R cAMP signaling | inhibition, % at 6.5 µM | MC4R-expressing cells, MTII-stimulated cAMP, LANCE TR-FRET | hit rate 0.48% among 360,000 | P32245;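 active means inhibition above its plate's cutoff, the mean of tested wells on that plate plus 3 SD, cut at about 29% in these data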;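 further: 0% = Melanotan II alone and 100% = Melanotan II plus saturating MCL0020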
Target sequence (P32245 whole entry, looked up): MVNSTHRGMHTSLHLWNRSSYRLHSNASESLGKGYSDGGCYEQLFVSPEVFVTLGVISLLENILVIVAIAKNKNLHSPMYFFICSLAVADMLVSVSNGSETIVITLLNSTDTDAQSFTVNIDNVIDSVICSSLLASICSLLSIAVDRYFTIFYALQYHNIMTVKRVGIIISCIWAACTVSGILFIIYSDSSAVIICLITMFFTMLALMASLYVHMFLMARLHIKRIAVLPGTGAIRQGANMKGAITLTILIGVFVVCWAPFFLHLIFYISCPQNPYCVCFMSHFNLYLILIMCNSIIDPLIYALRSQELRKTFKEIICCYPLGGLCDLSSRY
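System: U2OS cells stably expressing human melanocortin 4 receptor (MC4R). Reagent: Melanotan II challenge after compound preincubation. Doses: 6.5 µM. Times: 30-min compound, 1-h challenge, 1-h detection, room temperature. Measured by: TR-FRET with Eu-cAMP and labeled anti-cAMP, 671 nm. Replicates: singlicate.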
aDG glyco act = alpha-DG glycosylation activation; Pro5-aDG cells, alpha-DG glycosylation AlphaScreen (IIH6); 0% Pro5, 100% B10-LARGE cell signal; activation, % at 10 µM; hit rate 0.22% among 360,000; AID 624168;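 active means activation of at least 8% versus controls, or a plate z-score of at least 8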;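 further: Pro5 are CHO cells carrying HIG-tagged alpha-DG that lacks glycosylation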
PDI inh = blocks human protein disulfide isomerase activity | P07237 | PDI insulin aggregation turbidity, A650, 90 min | AID 588391 | inhibition, % at 10 µM | hit rate 0.052% among 350,000;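 active means mean inhibition across replicates of 30% or more, whatever share of single replicates reach that level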;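 further: absorbance from insulin aggregation driven by PDI reduction with DTT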
Target sequence (P07237 whole entry, looked up): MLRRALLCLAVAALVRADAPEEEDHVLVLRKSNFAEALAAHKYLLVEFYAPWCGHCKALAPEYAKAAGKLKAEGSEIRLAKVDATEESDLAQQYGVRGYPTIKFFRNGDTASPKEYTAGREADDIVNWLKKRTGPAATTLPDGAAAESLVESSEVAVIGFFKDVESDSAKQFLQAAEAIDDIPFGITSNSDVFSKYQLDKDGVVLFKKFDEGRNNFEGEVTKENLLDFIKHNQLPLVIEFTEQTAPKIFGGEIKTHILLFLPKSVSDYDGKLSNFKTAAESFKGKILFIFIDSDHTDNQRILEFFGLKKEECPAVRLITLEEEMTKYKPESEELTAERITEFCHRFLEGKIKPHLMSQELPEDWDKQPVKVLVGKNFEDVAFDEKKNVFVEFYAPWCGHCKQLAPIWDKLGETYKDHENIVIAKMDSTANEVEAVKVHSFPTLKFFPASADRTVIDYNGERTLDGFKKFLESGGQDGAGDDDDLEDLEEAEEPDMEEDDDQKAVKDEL
HTR2A ag = activates the mouse 5-HT2A serotonin receptor; activation, % at 7.6 µM; hit rate 0.66% among 360,000; CHO-K1 mHTR2A beta-arrestin complementation, luminescence; percent of 30 µM serotonin response;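 active means activation above a run cutoff, the mean activation of all tested compounds plus 3 SD, cut at about 14% in these data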;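 further: 0% = plate median of compound wells and 100% = 30 µM serotonin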
N-glyco inh = blocks N-linked glycosylation in D54 reporter cells | hit rate 0.23% among 360,000 | D54 ERlucT glycosylation luciferase reporter, 24 h; percent of 100 nM tunicamycin response | reporter increase, % at 12.5 µM;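 active means mean luciferase reporter signal, scaled so untreated is 0 and the glycosylation-blocking control 100, at or above a set limit in every replicate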;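 further: luciferase carries N-glycosylation sites so blocking glycosylation raises the light; 0% = median of neutral control wells and 100% = median of 100 nM tunicamycin wells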
CaV13 ICDI inh = Disruptors of the CACNA1D IQ motif to Ca2+-dependent inactivation inhibitor domain association, primary screening, Förster resonance energy transfer in intact living … | hit rate 0.098% among 340,000 | inhibition, % at 12.3 µM | HEK cells, CFP/YFP FRET ICDI-IQ, plate reader, 10 min; percent FRET-ratio fall versus neutral wells;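 active means mean replicate inhibition of at least 30% and at least 1% of replicates passing that level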;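 further: 0% = median of the neutral control wells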
H9c2 protect = modulators protecting cardiomyocytes from myocardial damage; protection from H2O2 cell death, % at 20 µM; AID 588492; H9c2 cardiomyocytes, H2O2 injury protection, ATPLite, 2 h; hit rate 0.63% among 360,000;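 active means compounds giving at least 50% protection of heart cells from peroxide-induced death in the single-dose screen, raw or plate-pattern-corrected value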;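 further: 0% = DMSO wells with peroxide and 100% = DMSO wells without peroxide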
ABCB6 inh 2 = blocks the human ABCB6 transporter | Q9NP58 | K562-ABCB6 porphyrin accumulation, flow cytometry, 1 h; hits give low values | fluorescence ratio to DMSO, % at 10 µM | hit rate 0.19% among 360,000 | AID 602162;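 active means fluorescence ratio to DMSO below 75%, the collection mean minus 3 SD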;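 further: signal is porphyrin accumulated inside mitochondria; 100% equals median channel fluorescence of DMSO control wells; lower ratio means ABCB6 inhibition with less porphyrin fluorescence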
Vif imaging = blocks HIV Vif function; HEK293T cells, Vif self-association by quenched fluorescence, imaging, 24 h; inhibition, % at 7.49 µM; hit rate 0.35% among 340,000; AID 602346; in the data active means inhibition above about 50%, passing the limit was not always enough; further: some results filed as inactive read as strong as hits
MC4R barr agon = agonists of human melanocortin 4 receptor (MC4R) beta-arrestin; P32245; U2OS MC4R beta-arrestin complementation, luminescence; percent of melanotan II response, DMSO zero; activation, % at 8.9 µM; hit rate 0.98% among 360,000; AID 540308;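 active means activation above a per-plate cutoff, the mean activation of sample wells on that plate plus 3 SD, cut at about 8% in these data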
* marks the source's active call; other numbers are inactive results; x = no result given.

The opening three entries, to show the layout:
item	SMILES	MC4R antagonist	aDG glyco act	PDI inh	HTR2A ag	N-glyco inh
1	O=C(Nc1cnn(Cc2ccc(Cl)cc2)c1)C1CCCC1	3	-0.2	-1	3	-4
2	O=C(NCc1ccc(N2CCCC2=O)cc1)Nc1cccc2ccccc12	2	0.2	8	5	-1
3	COc1ccc(NS(=O)(=O)c2cc(NC(=O)c3cnccn3)ccc2OC)cc1Br	3	0.6	1	-1	3

item	CaV13 ICDI inh	H9c2 protect	ABCB6 inh 2	Vif imaging	MC4R barr agon
1	-9	2	101	-18	-3.5
2	-5	-8	92	-6	-2.1
3	-3	-1	96	0	-1.8

The list itself, from the start:
item	SMILES	MC4R antagonist	aDG glyco act	PDI inh	HTR2A ag	N-glyco inh
1	O=C(Nc1cnn(Cc2ccc(Cl)cc2)c1)C1CCCC1	3	-0.2	-1	3	-4
2	O=C(NCc1ccc(N2CCCC2=O)cc1)Nc1cccc2ccccc12	2	0.2	8	5	-1
3	COc1ccc(NS(=O)(=O)c2cc(NC(=O)c3cnccn3)ccc2OC)cc1Br	3	0.6	1	-1	3
4	CCOC(=O)c1c(C)[nH]c(C(=O)OCCOc2ccccc2C)c1C	-5	0.1	3	-4	-9
5	Cc1ccc(S(=O)(=O)NCCC(=O)N2CCN(Cc3ccccc3)CC2)cc1	-1	0.1	1	0	4
6	CC(O)(c1cccc(F)c1)c1nc(-c2ccoc2)cs1 (centres undefined)	7	0.3	11	1	1
7	COCc1cc(C)nc(N2CCN(c3ccccc3)CC2)c1C#N	-15	0.3	11	3	0
8	CCN(C[C@H]1N[C@@](Cc2ccccc2)(C(=O)OC)[C@H]2C(=O)N(C)C(=O)[C@@H]12)C(=O)C1CCCCC1	-9	-0.3	7	-1	0
9	O=C(/C=C/c1cccs1)NC1CCS(=O)(=O)C1 (centres undefined)	-1	-0.4	-4	-2	0
10	O=C(COc1ccc(-c2nnco2)cc1)Nc1c(Cl)cccc1C(F)(F)F	4	0.6	-3	-3	1
11	O=c1[nH]c(/C=C\c2cccs2)nc(O)c1[N+](=O)[O-]	-26	-0.2	0	1	0
12	O=C(O)CN(Cc1ccccc1)S(=O)(=O)c1ccc2c(c1)OCCO2	2	0.1	0	0	0

item	CaV13 ICDI inh	H9c2 protect	ABCB6 inh 2	Vif imaging	MC4R barr agon
1	-9	2	101	-18	-3.5
2	-5	-8	92	-6	-2.1
3	-3	-1	96	0	-1.8
4	6	-13	106	-2	0.7
5	x	-2	103	-4	0.2
6	-10	-2	97	-1	0.0
7	-4	1	87	-6	-0.3
8	-5	0	95	0	1.1
9	0	5	94	1	-1.1
10	-5	4	99	-9	-4.0
11	-4	3	102	15	-1.7
12	3	1	97	1	-1.2

Two entries drawn at random from the list so far, as already listed:
item	SMILES	MC4R antagonist	aDG glyco act	PDI inh	HTR2A ag	N-glyco inh
12	O=C(O)CN(Cc1ccccc1)S(=O)(=O)c1ccc2c(c1)OCCO2	2	0.1	0	0	0
5	Cc1ccc(S(=O)(=O)NCCC(=O)N2CCN(Cc3ccccc3)CC2)cc1	-1	0.1	1	0	4

item	CaV13 ICDI inh	H9c2 protect	ABCB6 inh 2	Vif imaging	MC4R barr agon
12	3	1	97	1	-1.2
5	x	-2	103	-4	0.2

The list continues.
item	SMILES	MC4R antagonist	aDG glyco act	PDI inh	HTR2A ag	N-glyco inh
13	COc1ccc(NC(=O)c2ccc3[nH]c(=O)c(=O)[nH]c3c2)c(OC)c1	7	-0.3	16	0	3
14	Cc1cc(C)n(CC(=O)Nc2cccc(C(F)(F)F)c2)n1	13	0.5	-3	-3	1
15	COCCCNS(=O)(=O)c1cccc(S(=O)(=O)c2cccc(S(=O)(=O)NCCCOC)c2)c1	3	0.1	-2	2	0
16	COc1cc(CCC(=O)NCc2ccc(S(N)(=O)=O)cc2)cc(OC)c1OC	0	0.1	-1	-4	1
17	COc1cc(Cl)ccc1OC1(C)CCN(Cc2ccc(SC)cc2)C1 (centres undefined)	-1	-0.1	2	-1	-1
18	COc1ccc2[nH]c3c(=O)n(N)c(C)nc3c2c1	9	-0.2	1	-3	6
19	COc1ccc(C(CC(=O)O)NC(=O)Cc2ccccc2)cc1OC (centres undefined)	-5	0.0	-9	2	2
20	CC(=O)c1c(C)[nH]c(C(=O)OCc2c(F)cccc2Cl)c1C	-3	2.0	-3	-3	-3
21	O=C(CO/N=C/c1cccc([N+](=O)[O-])c1)Nc1ccc2ccccc2c1	3	-0.2	-13	-3	0
22	O=C(NCc1ccc(C(F)(F)F)cc1)C1CC(c2ccc(C(F)(F)F)cc2)=NO1 (centres undefined)	-7	1.2	1	3	1
23	S=C(NCc1ccc(Cl)cc1)Nc1ccncc1	1	3.1	-3	1	0
24	C=CCn1c(=O)c2ccccc2n2c(Sc3nnnn3-c3ccccc3)nnc12	0	0.1	-5	-1	-5

item	CaV13 ICDI inh	H9c2 protect	ABCB6 inh 2	Vif imaging	MC4R barr agon
13	-2	4	97	-5	-1.7
14	1	-3	95	-1	-0.9
15	-4	-6	95	-13	1.0
16	-5	-3	89	-10	-0.5
17	-7	-2	98	5	4.3
18	-18	3	134	-1	-1.1
19	-18	7	105	-2	0.8
20	-4	-16	97	-9	1.5
21	-4	-11	106	24	-1.1
22	-8	-31	99	-1	12*
23	x	-15	94	-16	-0.1
24	-4	6	96	0	0.3

(more compounds)
item	SMILES	MC4R antagonist	aDG glyco act	PDI inh	HTR2A ag	N-glyco inh
25	Cc1n[nH]c(C)c1CCNC(=O)C1CCC(=O)N(CCc2cccc(F)c2)C1 (centres undefined)	6	0.0	1	1	1
26	C[C@@H]1CN([C@H](C)CO)C(=O)c2cc(NC(=O)C3CCCCC3)ccc2O[C@@H]1CN(C)Cc1ccc(C(F)(F)F)cc1	7	0.3	5	-5	-5
27	O=C(NCCN1CCOCC1)c1ccccc1N1C(=O)[C@@H]2Cc3c([nH]c4ccccc34)C(c3ccccc3)N2C1=O (some centres undefined)	8	0.2	x	-5	1
28	O=C(COC(=O)c1cncc(Br)c1)NCc1ccco1	6	0.3	-2	-2	1
29	CCCCn1nnnc1C(c1cccc(OC)c1OC)N1CCN(C/C=C/c2ccccc2)CC1 (centres undefined)	x	-0.3	x	-8	-2
30	O=c1cc(-c2ccccc2)oc2cc(O)cc(O)c12	-21	-0.2	x	-4	-1
31	Nn1c(SCC(=O)Nc2ccc3c(c2)OCO3)nnc1-c1cccc(Cl)c1	-4	0.3	-1	2	2
32	CCN(CC)C(C)C(=O)NCC1(c2ccccc2)CCOCC1 (centres undefined)	7	-0.1	10	3	-2
33	N#Cc1cccc(C#N)c1Oc1ccc(N)cc1	1	-0.1	10	-2	1
34	C=CCOc1ccccc1C1NC(=O)NC(C)=C1C(=O)NCc1ccccc1 (centres undefined)	3	-0.2	-5	3	0
35	CC(=O)Nc1c(F)c(F)c(F)c(F)c1F	14	-0.4	7	5	1
36	CC(=O)c1ccc(C(=O)N2CCCC(Nc3ccccc3)C2)s1 (centres undefined)	2	0.2	-12	-6	x

item	CaV13 ICDI inh	H9c2 protect	ABCB6 inh 2	Vif imaging	MC4R barr agon
25	-3	-2	103	7	1.8
26	-3	-10	98	3	-0.5
27	x	20	101	-4	-0.5
28	x	3	107	0	-1.2
29	-4	-7	89	x	x
30	x	-3	99	-5	3.0
31	-6	-2	97	-1	1.6
32	-4	-4	102	0	-1.8
33	-2	2	96	4	0.0
34	-9	3	86	-3	-0.5
35	-7	16	100	-3	-0.6
36	-7	2	104	x	-3.1

Additional entries.
item	SMILES	MC4R antagonist	aDG glyco act	PDI inh	HTR2A ag	N-glyco inh
37	Cc1cc(OCCn2cnc3ccccc3c2=O)cc(C(C)C)c1	2	-0.2	-1	1	4
38	Cc1cccc(C2=NN(c3ccccc3)[C@H](CO)[C@H]2c2ccc(Cl)cc2)c1	7	4.6	2	-10	-3
39	Cc1nc(-c2cccc(NC(=O)COc3ccc(Cl)cc3)c2)cs1	-3	0.1	4	6	4
40	Cc1cc(C)c(OCC(=O)OCC(=O)NCc2cccs2)c(C)c1	-1	-0.2	5	-5	0
41	COC(=O)c1sc(OC)cc1OCc1ccc(C)cc1	4	-0.1	9	1	2
42	CC1(C)Cc2nc(-c3ccccc3)nc(SCC(=O)N3CCOCC3)c2CO1	15	0.1	8	-1	0
43	Cc1cccc(NC(=S)NNC(=O)c2nn(C)cc2Cl)c1	2	-0.1	7	0	1
44	CCOc1cc(C(=O)NC(C)CC)cc(OCC)c1OCC (centres undefined)	8	-0.4	-1	2	2
45	CCOc1ccc(NC(=O)CSc2nnnn2CC(=O)O)cc1	1	0.0	12	-2	2
46	Cn1c(=O)c2cc(NC(=O)Nc3cccnc3)ccc2n1-c1ccc(C(C)(C)C)cc1	6	-0.2	4	-5	13
47	Cc1cccc(NC(=O)NCc2ccccn2)c1	0	0.2	4	0	-1
48	COc1ccc2nc(C)cc(SCC(NC(C)=O)C(=O)OC(C)C)c2c1 (centres undefined)	3	0.3	-1	-1	0

item	CaV13 ICDI inh	H9c2 protect	ABCB6 inh 2	Vif imaging	MC4R barr agon
37	-2	-14	99	x	0.8
38	-7	-14	101	1	-0.5
39	-4	-11	102	-2	-2.0
40	x	-4	100	30	-0.8
41	-5	0	100	-9	-1.1
42	-3	2	92	-2	-1.8
43	x	12	88	4	-4.3
44	x	18	104	22	-1.3
45	x	-3	100	x	-1.7
46	-4	-9	100	-1	6.1
47	-5	4	91	5	-3.1
48	-4	10	96	-6	-2.0

Later entries.
item	SMILES	MC4R antagonist	aDG glyco act	PDI inh	HTR2A ag	N-glyco inh
49	COc1ccc([C@H]2CC(=O)C=C(c3cccc4c3sc3ccccc34)C2)cc1OC	8	0.3	-3	-9	-4
50	CCC(C)c1ccccc1NC(=O)C1CCCO1 (centres undefined)	-3	-0.1	-2	-1	3
51	O=C(/C=C/c1ccc([N+](=O)[O-])cc1)Nc1cccc(S(=O)(=O)NC2=NCCCCC2)c1	0	-0.2	14	-4	-4
52	Cc1c(C)[n+](=O)c2c(n1[O-])CCCCC2	-2	-0.2	-5	2	1
53	COC(=O)C1CCN(C(=O)NC2CC(=O)N(c3ccc4c(c3)OCCO4)C2)CC1 (centres undefined)	-4	-0.2	8	-3	1

item	CaV13 ICDI inh	H9c2 protect	ABCB6 inh 2	Vif imaging	MC4R barr agon
49	2	0	101	-3	1.2
50	-4	-2	95	0	1.7
51	-7	-16	93	-4	-1.2
52	-5	-1	100	x	-1.3
53	-4	-3	99	-3	-0.6

Some of these compounds in order of formula weight, low to high:
item	SMILES	MC4R antagonist	aDG glyco act	PDI inh	HTR2A ag	N-glyco inh
52	Cc1c(C)[n+](=O)c2c(n1[O-])CCCCC2	-2	-0.2	-5	2	1
50	CCC(C)c1ccccc1NC(=O)C1CCCO1 (centres undefined)	-3	-0.1	-2	-1	3
51	O=C(/C=C/c1ccc([N+](=O)[O-])cc1)Nc1cccc(S(=O)(=O)NC2=NCCCCC2)c1	0	-0.2	14	-4	-4

item	CaV13 ICDI inh	H9c2 protect	ABCB6 inh 2	Vif imaging	MC4R barr agon
52	-5	-1	100	x	-1.3
50	-4	-2	95	0	1.7
51	-7	-16	93	-4	-1.2
